M1 antag = blocks human M1 muscarinic receptor; P11229; CHO-K1 hM1, Fluo-8 calcium fluorescence, ACh EC80 antagonist; inhibition, % at 3 µM; 360,000 compounds, 1.3% hits; AID 588852;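 active = percent inhibition above its own plate's cutoff, namely the mean of that plate's compound wells plus 3 SD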;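 note: peak over basal fluorescence ratio during 140 s after agonist addition; 0% = ACh EC80 plus DMSO and 100% = DMSO alone without agonist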
M4 PAM = CHRM4 positive allosteric modulation; P08173; CHO-K1 hM4/Gqi5, Fluo-8 calcium fluorescence, ACh EC20; 0% = ACh EC20, 100% = maximal ACh; activation, % at 3 µM; 360,000 compounds, 0.4% hits; AID 624126;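 active = activation above its plate's cutoff, the mean activation of sample wells plus 3 SD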; note: some results filed as inactive read as strong as hits
Target sequence (P08173 whole entry, looked up): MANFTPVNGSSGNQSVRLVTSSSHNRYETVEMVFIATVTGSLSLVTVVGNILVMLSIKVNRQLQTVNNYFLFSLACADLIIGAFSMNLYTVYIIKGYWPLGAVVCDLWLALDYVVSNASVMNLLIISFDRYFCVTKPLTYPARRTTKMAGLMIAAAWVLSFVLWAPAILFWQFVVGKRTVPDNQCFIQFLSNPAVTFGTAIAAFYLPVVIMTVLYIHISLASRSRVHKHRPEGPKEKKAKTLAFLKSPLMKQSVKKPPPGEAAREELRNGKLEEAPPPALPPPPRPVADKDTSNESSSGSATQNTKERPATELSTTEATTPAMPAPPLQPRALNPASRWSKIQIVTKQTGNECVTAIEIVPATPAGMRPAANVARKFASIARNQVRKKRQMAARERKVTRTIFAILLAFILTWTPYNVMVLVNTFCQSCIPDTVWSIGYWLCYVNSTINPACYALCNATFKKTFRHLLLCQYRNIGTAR
CHRM5 agonist = agonists of human muscarinic M5 receptor (CHRM5); CHO-K1 hM5 cells, Fluo-8 calcium fluorescence; 0% DMSO wells, 100% maximal acetylcholine response; activation, % at 3 µM; 360,000 compounds, 0.19% hits; AID 624037;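 active = activation above the run's mean over test compounds plus 3 SD, cut at about 23% in these data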;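 note: signal is peak over basal fluorescence ratio across the kinetic read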
Target sequence (P08912 whole entry, looked up): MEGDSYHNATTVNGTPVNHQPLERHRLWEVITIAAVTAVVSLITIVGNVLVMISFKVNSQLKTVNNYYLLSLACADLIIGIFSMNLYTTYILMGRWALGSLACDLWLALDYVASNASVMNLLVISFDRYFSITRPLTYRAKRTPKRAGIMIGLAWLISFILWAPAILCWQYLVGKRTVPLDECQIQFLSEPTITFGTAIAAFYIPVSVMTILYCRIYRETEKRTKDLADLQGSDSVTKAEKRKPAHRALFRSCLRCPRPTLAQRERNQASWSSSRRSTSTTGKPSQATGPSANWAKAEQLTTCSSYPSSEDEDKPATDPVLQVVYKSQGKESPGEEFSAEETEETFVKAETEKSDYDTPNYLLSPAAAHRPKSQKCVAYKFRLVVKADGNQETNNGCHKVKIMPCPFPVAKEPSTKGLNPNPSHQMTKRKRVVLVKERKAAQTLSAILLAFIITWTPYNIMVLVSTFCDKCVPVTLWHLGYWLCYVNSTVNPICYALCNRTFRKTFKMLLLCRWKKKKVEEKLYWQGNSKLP
CHRM1 PAM = human CHRM1 positive allosteric modulation. P11229. CHO-K1 hM1, Fluo-8 calcium fluorescence, ACh EC20; 0% = ACh EC20, 100% = maximal ACh. activation, % at 3 µM. 360,000 compounds, 0.088% hits; in the data active = activation above about 19%, passing the limit was not always enough
CHRM5 antagonist = CHRM5 antagonism in calcium assay | AID 624040 | P08912 | CHO-hM5 cells, Fluo-8 calcium fluorescence, ACh EC80 | 360,000 compounds, 0.59% hits | inhibition, % at 3 µM;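 active = inhibition above a per-plate cutoff, the mean of that plate's test compounds plus 3 SD, cut at about 27% in these data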;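 note: 0% = acetylcholine EC80 with DMSO and 100% = DMSO without agonist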
CHRM5 PAM = positive allosteric modulators of human muscarinic M5 receptor; P08912; CHO-K1 hM5, Fluo-8 calcium, ACh EC20 PAM; 0% = ACh EC20, 100% = ACh EC100; activation, % at 3 µM; 360,000 compounds, 0.3% hits;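 active = activation above the run cutoff, the mean activation of all test compounds plus 3 SD, cut at about 18% in these data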
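System – CHO-K1 hM5 cells · Compound – 3 µM, single dose · Incubation – compound preincubation 140 s before EC20 acetylcholine addition · Technique – Fluo-8 calcium fluorescence · Measure – Max/basal fluorescence ratio as % of EC20–EC100 ACh window · Benchmarks – low control EC20 acetylcholine (0%), high control EC100 acetylcholine (100%) · Replication – singlicate, one well per test compound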
CRFR2-BP ag = agonists of human CRF-binding protein/CRF-R2 receptor complex | AID 588473 | activation, % at 13.2 µM | 350,000 compounds, 0.46% hits | HEK293 CRF-R2/CRF-BP, calcium dye fluorescence (FLIPR); percent of saturating CRF peptide response;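 active = activation of at least 50%, plus an integration ratio under a set limit after plate pattern correction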;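 note: plate controls were neutral control wells without compound for no effect and CRF at EC100 for full effect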
CHRM4 antagonist = CHRM4 antagonism in calcium assay; P08173; CHO-hM4 cells, ACh EC80, Fluo-8 calcium fluorescence; inhibition, % at 3 µM; 360,000 compounds, 0.73% hits; AID 624125;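 active = inhibition above its plate's cutoff, the mean inhibition of sample wells plus 3 SD, cut at about 27% in these data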;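 note: 0% = acetylcholine EC80 with DMSO and 100% = DMSO without agonist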
M4 ag = agonists of human muscarinic M4 receptor (CHRM4). P08173. CHO-K1 hM4/Gqi5, Fluo-8 calcium fluorescence; vehicle 0%, full acetylcholine response 100%. activation, % at 3 µM. 360,000 compounds, 0.14% hits. AID 624127;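 active = activation above the run mean over all test wells plus 3 SD, cut at about 32% in these data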;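 note: peak over basal fluorescence ratio per well then scaled between controls; 0% = DMSO wells and 100% = acetylcholine at EC100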
Numbers without * were called inactive; x = no result given.

SMILES	M1 antag	M4 PAM	CHRM5 agonist	CHRM1 PAM	CHRM5 antagonist	CHRM5 PAM	CRFR2-BP ag	CHRM4 antagonist	M4 ag
Cn1c(-c2ccc3c(c2)OCO3)cc(=O)c2ccccc21	-0.9	9.5	0.1	-1.2	2.5	-0.8	-0.1	-9.3	0.5
COc1ccc(C2=NS(=O)(=O)N(C)C(C(=O)N3CCCCC3)=C2)cc1OC	-12.1	-1.5	2.7	1.0	-2.0	-5.8	0.1	-2.4	2.5
Cc1noc(C)c1S(=O)(=O)N1CCN(c2ccc(Cl)cc2)CC1	-5.3	-0.7	-2.3	0.9	11.4	-6.3	-1.0	-0.6	2.6
Cc1ccc2c(c1)N(CC(=O)N1CCN(C3CCCCC3)CC1)C(=O)CO2	-0.3	0.3	-2.2	-0.5	1.6	2.6	1.0	-2.5	3.5
CC(C)CCC1(CCNC(=O)c2cccs2)CCOC(C)(C)C1 (stereo unspecified)	-2.0	-13.0	2.0	1.2	19.3	-9.8	0.7	-2.8	1.5
Cc1ccc(/C=N/NC(=O)c2cccs2)cc1[N+](=O)[O-]	4.4	1.4	-0.5	-0.7	-0.3	-0.4	0.0	21.5	2.6
Cn1c2ccsc2c2ncn(Cc3ccccc3F)c(=O)c21	-11.5	-2.3	2.2	4.3	-4.3	0.2	-1.6	-3.2	3.7
CC(c1nccs1)N(C)c1nc2nonc2nc1N(C)C (stereo unspecified)	-14.1	8.7	4.2	12.7	-14.7	13.6	1.0	4.6	0.3
O=C(Nc1ccc(F)cc1)C1CC(=O)n2c(nc3ccccc32)N1 (stereo unspecified)	-7.7	4.5	3.4	8.9	-1.2	-3.2	0.4	-7.8	0.9
N#CC(C(=O)c1ccc(S(=O)(=O)N2CCCCCC2)cc1)c1nc2ccccc2[nH]1 (stereo unspecified)	3.6	-3.6	4.2	-3.1	1.0	-0.3	-1.6	4.6	3.0
CC(=O)c1csc(-c2cccc(-c3nc4ccc(Cl)cn4c3NC3CCCCC3)c2)c1	1.9	13.8	2.7	3.5	1.9	9.1	1.2	0.7	-0.1
CCO[C@H]1OC(C(=O)NCc2ccccc2)=C[C@@H](c2coc3ccccc3c2=O)[C@@H]1CCCO	10.6	5.2	-0.6	1.3	-0.1	4.3	0.3	4.3	1.1
O=C(c1ccc2[nH]c3c(c2c1)CCCC3)N1CCN(c2ccc(F)cc2)CC1	-7.0	-3.4	-2.0	2.4	13.9	-8.2	-0.1	0.3	4.9
COc1cccc(CNC(=O)CN(C)S(=O)(=O)c2ccc(Br)s2)c1	-1.4	-2.8	-1.5	3.8	14.1	-6.0	-0.4	-3.7	3.3
Cc1ccc(C(=O)CSc2nc(C(C)C)nc3ccccc23)cc1	-2.8	-4.6	0.5	5.8	4.8	4.5	0.9	5.5	0.0
O=C(COc1cccc(NC(=O)c2ccco2)c1)c1ccc(F)cc1	-4.8	-2.9	-0.3	-4.4	-2.6	-10.4	-0.4	-20.7	8.2
COCCCNC(=O)C[C@H]1C[C@H](C(=O)N2CCOCC2)[C@@]2(C)c3[nH]c4cc(-c5ccco5)ccc4c3CCN2C1=O	-15.8	5.8	-0.8	11.7	-16.4	8.3	-0.1	-8.4	0.4
Cc1ccc(CNC(=O)Nc2cccc(C)c2)cc1	-5.1	6.2	-1.7	7.5	6.0	-3.1	1.0	-7.5	2.1
COc1ccc(CCNC(=O)CSc2nnc(CNC(=O)c3cccs3)o2)cc1OC	-9.3	-2.1	-2.9	9.5	1.7	-2.6	0.2	-2.7	1.4
O=C(NCC1CCCN(C(=O)Cc2ccccc2Cl)C1)c1ccc(F)cc1 (stereo unspecified)	1.1	14.4	-6.0	7.3	0.6	4.2	1.1	2.2	1.4
c1ccc(CSc2ncnc3c2cnn3-c2ccccc2)cc1	1.3	1.2	-2.6	4.3	4.3	-2.1	-3.8	1.3	0.4
CC1(C(=O)Nc2ccc(Cl)c(Cl)c2)CCN1Cc1ccccc1OC(F)F (stereo unspecified)	-12.8	11.7	-0.4	-0.4	-9.8	1.8	x	-11.7	0.4
CCCCCC(=O)N1C[C@@H](n2cc(-c3ccc(F)cc3)nn2)[C@H](O)C[C@@H]1c1ccc(Cl)cc1	10.7	-8.8	-0.9	-6.1	0.5	-8.9	0.5	0.7	2.9
O=C(N/N=C/c1cc([N+](=O)[O-])ccc1O)/C(=C\c1cccs1)NC(=O)c1ccccc1	-1.7	5.3	-0.4	2.0	0.2	-1.6	-0.5	-2.1	1.2

3 of the compounds above, as labelled records:
> CCCCCC(=O)N1C[C@@H](n2cc(-c3ccc(F)cc3)nn2)[C@H](O)C[C@@H]1c1ccc(Cl)cc1
  M1 antag: 10.7; M4 PAM: -8.8; CHRM5 agonist: -0.9; CHRM1 PAM: -6.1; CHRM5 antagonist: 0.5; CHRM5 PAM: -8.9; CRFR2-BP ag: 0.5; CHRM4 antagonist: 0.7; M4 ag: 2.9

> N#CC(C(=O)c1ccc(S(=O)(=O)N2CCCCCC2)cc1)c1nc2ccccc2[nH]1 (stereo unspecified)
  M1 antag: 3.6; M4 PAM: -3.6; CHRM5 agonist: 4.2; CHRM1 PAM: -3.1; CHRM5 antagonist: 1.0; CHRM5 PAM: -0.3; CRFR2-BP ag: -1.6; CHRM4 antagonist: 4.6; M4 ag: 3.0

> CC1(C(=O)Nc2ccc(Cl)c(Cl)c2)CCN1Cc1ccccc1OC(F)F (stereo unspecified)
  M1 antag: -12.8; M4 PAM: 11.7; CHRM5 agonist: -0.4; CHRM1 PAM: -0.4; CHRM5 antagonist: -9.8; CHRM5 PAM: 1.8; CRFR2-BP ag: x; CHRM4 antagonist: -11.7; M4 ag: 0.4

Next entries follow.
SMILES	M1 antag	M4 PAM	CHRM5 agonist	CHRM1 PAM	CHRM5 antagonist	CHRM5 PAM	CRFR2-BP ag	CHRM4 antagonist	M4 ag
COc1ccc(CNC(=O)/C=C/C(=O)O)cc1OC	8.9	4.2	-2.0	-3.0	7.2	-3.2	-1.6	-2.0	0.3
O=S(=O)(c1ccc(F)cc1)N1CCN(c2nc(-c3cccnc3)nc3ccccc23)CC1	12.5	-10.2	-4.2	-10.1	12.6	-21.1	2.0	5.9	9.4
CC(=O)Nc1ccc(OCc2cccc3ccccc23)cc1	-3.0	-6.2	4.9	-0.8	-4.8	3.1	-2.3	-11.1	4.5
CC(C)CN1C(=O)N(c2ccc(Cl)cc2)C(C)(O)CC1(C)C (stereo unspecified)	-8.1	-1.5	-5.3	4.1	12.4	-5.4	-1.4	-0.3	-0.5
Cc1ccc(CNC(=O)COC(=O)c2ccc(S(=O)(=O)NCc3ccco3)cc2)cc1	-5.2	1.8	2.7	5.8	6.7	1.3	-0.3	-0.7	4.8
CCOC(=O)C1CCCN(C(=O)c2cc(-c3ccco3)nc3ccccc23)C1 (stereo unspecified)	-11.6	-1.8	10.7	-5.0	9.8	4.8	-0.8	-1.3	6.3
O=C(Nc1ccc(Cl)cc1)Nc1cc(S(=O)(=O)N2CCOCC2)ccc1N1CCCC1	-9.4	-11.9	1.8	0.7	14.6	-11.6	3.1	-1.4	9.2
CCCn1nnc(NC(=O)C(C)Oc2ccc(Cl)cc2Cl)n1 (stereo unspecified)	-2.7	2.6	-4.0	3.8	-3.6	4.0	1.4	2.6	-0.4
CCCCN(C(=O)CSc1nnc(-c2ccco2)o1)c1c(N)n(Cc2ccccc2)c(=O)[nH]c1=O	-6.4	-9.8	5.9	3.0	3.4	-0.9	-1.1	0.0	1.0
CCOCCn1c(SCc2cccc(C)c2)nc2c1c(=O)[nH]c(=O)n2C	18.1	-7.5	-2.8	-9.1	1.0	-1.6	-4.9	9.0	2.4
Cc1ccc(/C=N/NC(=O)c2ccc(N(C)S(=O)(=O)c3ccccc3)cc2)cc1	7.8	4.1	-1.9	4.2	-8.0	4.1	0.8	-10.4	3.7
COc1cc2c(cc1O)CC[n+]1cc3c(OC)c(OC)ccc3cc1-2	-6.1	7.9	2.3	10.9	11.8	0.9	6.8	-2.3	-2.1
Cc1cccc(OCCC(=O)NNC(=O)Cn2nc(C)cc2C)c1	-2.0	7.3	-0.1	3.0	19.4	-7.8	1.0	-2.3	0.7
COC/C=C/C1=CC2=CC(=O)C(C)(OC(=O)c3cnc4ccccc4n3)C(=O)C2=CN1Cc1ccc(OC)cc1 (stereo unspecified)	1.6	0.9	5.4	2.7	-1.3	-0.4	-0.4	3.5	1.1
O=C(COC(=O)CNC(=O)C1CCCCC1)Nc1ccccc1OC(F)F	7.2	11.4	2.4	-0.1	6.0	2.1	-0.4	-2.5	1.4
O=C(COC(=O)c1cccc(S(=O)(=O)N2CCOCC2)c1)c1ccccc1	-13.9	10.8	-1.1	6.9	-15.7	6.8	-4.5	-29.1	7.5
CC(=O)Nc1c(Cl)c2c(c(Cl)c1Br)-c1ccc(Cl)cc1C2	-7.9	4.8	-0.4	4.9	20.2	1.4	3.7	-10.8	1.0
CN1Cc2cc(C(=O)c3ccccc3O)cnc2NC1=O	-14.9	-1.8	-0.1	7.0	3.1	-1.4	1.1	-1.6	1.2
O=C1CCC(=O)N1c1ccc(NC2CCN(Cc3ccccc3)CC2)c([N+](=O)[O-])c1	13.3	-24.2	-19.3	-12.7	5.0	-1.4	0.2	8.2	-0.2
CN(CCOc1ccccc1)C(=O)c1ccc2c(c1)OCO2	-8.5	9.1	-0.6	10.1	5.3	7.5	0.6	-0.5	0.6
CN(C)C(=O)c1cc(C(=O)c2ccccc2Br)c[nH]1	-9.8	0.8	1.1	7.9	14.5	-0.9	0.4	-4.5	1.8
CCN(CC)C(=O)CSc1nnc(-c2cc(OC)cc(OC)c2)o1	-5.1	11.3	0.5	7.2	-3.8	-4.5	-0.6	-3.0	2.0
COc1cc(/C=C/C(=O)OCC(=O)N(C)Cc2ccccc2)cc(OC)c1OC	-6.0	3.7	4.2	5.4	-3.6	2.8	1.0	3.4	4.4
CC(=O)NC(Cc1cc(C)ccc1C)C(=O)N1CCN(C(=O)c2ccccc2Br)CC1 (stereo unspecified)	-2.7	15.1	0.0	8.6	6.7	-5.2	3.8	-8.8	1.5
COc1ccc(NC(=O)N2CCCc3cccc(C)c32)cc1	-5.1	5.1	-0.5	4.5	-3.0	-0.3	-3.5	-7.3	0.5
COc1cc2ccc3c(CCN(C)C)cc(OC)c(OC)c3c2cc1OC	-14.1	6.6	0.0	14.3	-9.0	2.9	-1.4	-11.1	1.6
CC(C)c1nnc(NC(=O)c2cnccn2)s1	-3.8	9.3	1.2	8.8	3.7	1.9	0.5	-8.4	0.2
CCOC(=O)CN1CC23C=CC(O2)C(C(=O)NC2CCCCC2)C3C1=O (stereo unspecified)	-2.1	-2.2	-2.8	3.0	4.4	-10.5	-0.4	-6.5	0.4
CCCCC(C(=O)NC1CCCC1)N(C(=O)c1snc(C(N)=O)c1N)c1ccc(C)cc1 (stereo unspecified)	-5.7	1.0	4.7	8.8	4.7	13.1	-0.8	-3.2	-1.8
CCCCCCCCSc1nnc(CSc2nc3nc(C)cc(C)n3n2)o1	-2.3	-4.9	-1.9	-7.0	-2.5	0.7	-1.2	1.7	-0.1
COc1ccccc1NC(=O)C(=O)NCC1COc2ccccc2O1 (stereo unspecified)	-9.4	1.5	-0.3	0.7	0.0	4.2	-1.3	0.3	-1.1

From PubChem
